DT40 TDP1 no CPT = qHTS for Inhibitors of human tyrosyl-DNA phosphodiesterase 1 (TDP1): qHTS in cells in absence of CPT | 15% of 420,000 active | DT40 Tdp1-/- hTDP1 cells, no CPT, ATP luminescence, 48 h | Potency, µM (titrated, usually from 46.2 µM), without a hit: top-dose activity change, negative = growth inhibition, usual class: inhibitors; note: nearly all actives have a fitted effect of over 55% in size
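Cells were dispensed at 400 per well, compounds added by pin tool, plates incubated ≥48 hr at 37 °C, then CellTiter-Glo added for 30 min at room temperature before luminescence reading. Line: DT40 Tdp1-/- complemented with hTDP1; camptothecin omitted.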
GCN5L2 inh = blocks human GCN5L2 histone acetyltransferase | Potency, µM (doses to about 58.9 µM), without a hit: at the top dose activity change, negative = inhibition, actives largely listed as inhibitors | GCN5L2 HAT assay, ThioGlo1 CoA-SH fluorescence | Q92830 | 0.21% of 390,000 active
Target sequence (Q92830 whole entry, looked up): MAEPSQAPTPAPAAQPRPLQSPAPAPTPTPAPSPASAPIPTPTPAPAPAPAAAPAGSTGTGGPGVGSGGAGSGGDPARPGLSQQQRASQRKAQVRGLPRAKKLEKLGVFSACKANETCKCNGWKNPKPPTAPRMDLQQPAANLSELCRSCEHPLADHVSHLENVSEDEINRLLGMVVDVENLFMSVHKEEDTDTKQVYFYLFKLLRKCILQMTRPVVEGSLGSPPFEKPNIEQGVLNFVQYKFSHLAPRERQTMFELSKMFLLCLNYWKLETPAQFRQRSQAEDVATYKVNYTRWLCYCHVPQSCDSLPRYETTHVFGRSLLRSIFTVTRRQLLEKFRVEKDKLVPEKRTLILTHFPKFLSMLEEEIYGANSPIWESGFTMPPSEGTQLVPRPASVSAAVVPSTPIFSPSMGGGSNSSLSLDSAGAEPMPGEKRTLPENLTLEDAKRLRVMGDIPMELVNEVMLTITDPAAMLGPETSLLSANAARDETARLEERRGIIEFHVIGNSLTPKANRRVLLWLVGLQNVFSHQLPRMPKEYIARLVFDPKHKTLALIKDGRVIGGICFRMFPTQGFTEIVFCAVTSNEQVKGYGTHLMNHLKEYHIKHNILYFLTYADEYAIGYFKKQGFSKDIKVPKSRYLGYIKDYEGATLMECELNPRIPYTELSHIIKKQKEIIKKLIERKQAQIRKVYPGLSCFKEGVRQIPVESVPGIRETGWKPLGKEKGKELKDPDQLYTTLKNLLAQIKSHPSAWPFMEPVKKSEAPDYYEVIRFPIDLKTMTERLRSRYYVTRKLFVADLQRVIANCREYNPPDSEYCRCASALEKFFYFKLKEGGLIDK
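qHTS, 1536-well. 20nM enzyme, pH 7.5 HEPES/EDTA/Tween-20 buffer; 15 min compound preinc., RT. Start: 75uM H3(1-25), 70uM AcCoA, 50uM ThioGlo1. Read Ex340/Em540 at t=0 (autofluorescence flag) and t=20 min.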
TDP1 cell CPT = growth inhibition of DT40 Tdp1-/-;hTDP1 cells with camptothecin (screen for TDP1 inhibitors). chicken DT40 Tdp1-/-;hTDP1 cells + 20 nM CPT, ATP luminescence, 48 h. Potency, µM (series often up to 46.2 µM), inactives show top-dose activity change, negative = growth inhibition, hits mostly inhibitors. AID 686979. 12% of 420,000 active; note: nearly all actives have a fitted effect of over 55% in size
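Chicken DT40 Tdp1-/- cells complemented with human TDP1, 400 cells/well, exposed to compounds plus 20 nM camptothecin for at least 48 h at 37 C; viability read as ATP content by CellTiter-Glo luminescence.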
The depositor's hits bear a star; ? = inconclusive; . = no result given; & = joins results of further samples; [ ] = another dose, or the depositor's remark. Calls come from the whole dose curve; as a rule, active = well fitted curve in the direction sought with a large enough effect; inconclusive = small, poorly fitted or top-dose-only effect, or another doubt; inactive = no such curve, though single readings can be large; an effect the other way counts as inactive or inconclusive. % is set by controls: 0 for no effect and ±100 for the full control effect; potency is the fitted concentration of half-maximal effect.

The line under a structure holds: DT40 TDP1 no CPT, GCN5L2 inh, TDP1 cell CPT
> COc1cc2ncc3c(-c4ccccc4)nn(-c4ccc(C)cc4)c3c2cc1OC
    16µM*, 16%, 16µM*
> Cc1ccc(-n2c(C)cc(C(=O)CN3CCCCC3)c2C)cc1
    ?, -6%, ?
> Cc1csc(NC(=O)CSc2sc3c(O)cc(=O)[nH]c3c2C#N)n1
    8%, -12%, 24%
> Cc1cccc(C)c1OCCSc1nc2ccccc2n1CC(=O)O
    -15%&1%, -4%&4%, -21%&-3%
> CCC(C)c1ccc(Nc2ncccc2C#N)cc1 (stereo unspecified)
    0%, -22%, 6%
> O=C(NCC(=O)N1CCCC1)c1ccccc1F
    11%, -2%, 7%
> C/C(=N\Nc1nnc(-c2ccccc2)c(-c2ccccc2)n1)c1cccc([N+](=O)[O-])c1
    8.2µM*, -4%, 7.3µM*
> Cc1ccccc1NC(=O)COC(=O)CCC(=O)c1cccs1
    -16%, -6%, 4%
> COC(=O)CSc1ncc(OC)c(OC)n1
    -5%, -7%, 0%
> CCn1c(=O)cc(OCC(=O)N2CCN(c3ccc(C)cc3)C(C)C2)c2ccccc21 (stereo unspecified)
    6.5µM*, -1%, 7.3µM*
> CN1C(=O)C2(OCCCO2)c2cc(Cl)ccc21
    7%, -3%, 9%
> Cc1ccc(NC(=O)COC(=O)Cn2nc(C)c([N+](=O)[O-])c2C)c([N+](=O)[O-])c1
    -1%, 2%, -7%
> CCN(CC)S(=O)(=O)c1ccc(OC)c(NC(=O)C(C)Oc2ccc3c(C)cc(=O)oc3c2)c1 (stereo unspecified)
    18µM*, -2%, ?
> CCc1nc2ccc(C(=O)NCC3CCCCC3)cn2c1N(CCC(C)C)CCN(C)C
    26µM*, ., 18µM*
> Cc1c(Cl)cccc1NC(=O)CSc1nc(=O)n(CCCN2CCOCC2)c2c1CCCC2
    ?, ., -27%
> Cc1ccc(N(C(=O)Cn2nnc(-c3ccc(C)o3)n2)C(C(=O)NC2CCCC2)c2ccncc2)cc1 (stereo unspecified)
    ?, -1%, ?
> CC12CCC(C(N)=O)(c3nc4ccccc4nc31)C2(C)C (stereo unspecified)
    ?, -18%, -3%
> O=C(O)CCCNS(=O)(=O)c1cccc2nsnc12
    -1%, 2%, -2%
> O=C1NC[C@@H](CCCCN2C[C@H](Cc3ccc(O)cc3)N(CC3CCCCC3)C(=O)C2=O)N(Cc2ccccc2)C1=O
    -1%, ., 12%
> CCOC(=O)C1CCN(C(=O)CNC(=O)OC(C)(C)C)CC1
    ?, -11%, -11%
> O=C(CCc1ccccc1)NC(NC(=S)Nc1ccc(Br)cc1)C(Cl)(Cl)Cl (stereo unspecified)
    23µM*, -3%, 23µM*
> Cc1ccc(-n2ncc3c(N4CCN(C)CC4)ncnc32)cc1
    -22%, -9%, ?
> COc1ccc(NC(=O)Nc2ccccc2F)cc1Cl
    -25%, 0%, -10%
> CN1CCN(C(=O)c2ccc3c(Cl)c4c(nc3c2)CCCC4)CC1
    -29%, 0%, ?
> COc1ccc(N2C(=O)[C@@H]3C[C@H]2CN3Cc2ccc3nccnc3c2)cc1Cl
    ?, ., 11%[9.04 µM]
> O=C(N/N=C/c1cccc([N+](=O)[O-])c1)C1CC(=O)N(c2ccc(Cl)cc2)C1 (stereo unspecified)
    ?, 0%, -20%
> CCCN(CC1CC1)C(=O)Nc1ccccc1C
    7%, 2%, 0%
> CC(NC(=O)C12CC3CC(CC(C3)C1)C2)C(=O)NN=Cc1ccc([N+](=O)[O-])o1 (stereo unspecified)
    ?, -7%, ?
> CCCOC(=O)/C(C(N)=NCc1ccccc1)=C(\O)OCCC
    ?, -6%, ?
> Cc1nn(C(C)C(=O)Nc2ccc3c(c2)OCO3)c(C)c1[N+](=O)[O-] (stereo unspecified)
    4%, 3%, 7%

Profiles as entered above:
Profile of `CN1CCN(C(=O)c2ccc3c(Cl)c4c(nc3c2)CCCC4)CC1` : DT40 TDP1 no CPT: -29%; GCN5L2 inh: 0%; TDP1 cell CPT: ?
Profile of `CCc1nc2ccc(C(=O)NCC3CCCCC3)cn2c1N(CCC(C)C)CCN(C)C` : DT40 TDP1 no CPT: 26µM*; GCN5L2 inh: .; TDP1 cell CPT: 18µM*
Profile of `Cc1csc(NC(=O)CSc2sc3c(O)cc(=O)[nH]c3c2C#N)n1` : DT40 TDP1 no CPT: 8%; GCN5L2 inh: -12%; TDP1 cell CPT: 24%

The listing picks up with the two entries that preceded the break.
The line under a structure holds: DT40 TDP1 no CPT, GCN5L2 inh, TDP1 cell CPT
> CCCOC(=O)/C(C(N)=NCc1ccccc1)=C(\O)OCCC
    ?, -6%, ?
> Cc1nn(C(C)C(=O)Nc2ccc3c(c2)OCO3)c(C)c1[N+](=O)[O-] (stereo unspecified)
    4%, 3%, 7%
> CCn1c(=O)cc(OCC(=O)NC(C)c2ccc3c(c2)OCCO3)c2ccccc21 (stereo unspecified)
    ?, -10%, ?
> Cc1csc2nc(-c3ccc(NS(=O)(=O)c4cccc(F)c4)cc3)cn12
    16µM*, -11%, ?
> Cc1cc(C)n(CCC(=O)N2CCCC(Nc3ccc(F)cc3)C2)n1 (stereo unspecified)
    -10%, ., -5%
> CC(C)C(C)/C=C/C(C)C1CCC2C3=CC=C4CC(O)CCC4(C)C3CCC21C (stereo unspecified)
    -19%, -7%, -1%
> O=C(NCCN1CCOCC1)C12CC3CC(C1)CC(c1ccccc1)(C3)C2
    -11%, -12%, 3%
> COC(=O)COc1cccc(NS(=O)(=O)c2ccc(NC(C)=O)cc2)c1
    -12%, -6%, -29%
> CC1=C(C(=O)OCC2CCCCC2)C(c2ccc(O)cc2)NC(=O)N1 (stereo unspecified)
    ?, 4%, -1%
> S=C(Nc1ccc(Cl)cc1Cl)Nn1cnnc1
    -20%, -18%, 0%
> Cc1ccc(C(=O)NC(NCc2ccco2)C(Cl)(Cl)Cl)cc1 (stereo unspecified)
    ?, 0%, -27%
> CCN1CCN(c2nc3c(S(=O)(=O)c4ccc(Br)cc4)nnn3c3ccsc23)CC1
    ?, -4%, -23%
> O=C(COC(=O)Cc1c(Cl)cccc1Cl)NCc1ccco1
    -9%, -16%, -24%
> NC(=O)c1ccccc1N=Cc1cccnc1
    -18%, ., ?
> COC(=O)c1cccc(NC(=O)CN2C(=O)C3CCCCC3C2=O)c1 (stereo unspecified)
    -14%, 1%, -13%
> COC(=O)c1sccc1S(=O)(=O)N(CC(=O)Nc1cc(C)ccc1C)c1ccc(C)c(C)c1
    21µM*, -11%, 21µM*
> Cn1c(=O)c2sc3c(c2n(CC(=O)Nc2ccccc2)c1=O)COC(C)(C)C3
    7%, -10%, 1%
> O=C(NC1=NCCS1)c1cc(-c2cccnc2)nc2ccccc12
    21µM*, -2%, 16µM*
> COc1ccc(C(=O)Nc2ccc(S(=O)(=O)NC(C)=O)cc2)cc1[N+](=O)[O-]
    -7%, -11%, 1%
> CC(=O)c1ccc(N2CCN(C(=O)c3cc4c(s3)CCCC4)CC2)cc1
    ?, 0%, 23µM*
> Cc1ccccc1C(=O)Nc1nnc(S(=O)(=O)N2CCc3ccccc32)s1
    ?, -2%, 10%
> COc1ccc(NC(=O)CSc2ccc3nnc(CCNC(=O)c4ccccc4)n3n2)cc1OC
    -3%, -33%, 1%
> CCc1ccc(Nc2nnc(-c3cc4cc(OC)ccc4oc3=O)s2)cc1
    ?, 0%, ?
> CNS(=O)(=O)c1cccc(C(=O)OCC(=O)N2c3ccccc3CC2C)c1 (stereo unspecified)
    -23%, -5%, -27%
> O=C1C=C(c2ccc(Oc3ccccc3)cc2)C[C@@H](c2ccc3c(c2)OCO3)C1
    -20%, 2%, ?
> Cc1ccc(CS(=O)(=O)CCC(=O)NCCN2CCCC2)cc1
    -5%, -21%, -5%
> COC(=O)c1cc2occc2n1CC(=O)N(C)C1CCCCC1
    -8%, -2%, ?
> CSc1nc2ccc(NC(=O)C3CC(=O)N(Cc4ccccc4)C3)cc2s1 (stereo unspecified)
    ?, -2%, -17%
> Cc1ccnc(N2CCC(C(=O)NCc3ccccc3F)CC2)n1
    8%, 11%, 7%
> CC(=O)N1CC[n+]2c(-c3ccc(Cl)cc3)csc21
    23µM*, -8%, 26µM*
> O=C(c1ccc(F)cc1)N1CCN(S(=O)(=O)c2ccc(Br)cc2)CC1
    ?, -22%, ?
> Cn1c(=O)c2[nH]c(CCCc3ccc([N+](=O)[O-])cc3)nc2n(C)c1=O
    ?, ., -1%
> CCCNC(=O)C1(C)CCCN(C(=O)Cc2ccc(OC)c(OC)c2)C1 (stereo unspecified)
    1%, ., 9%
> O=C(Nc1ccc(Br)cc1)c1ccc(CSC2=NCCS2)cc1
    ?, -7%, -24%
> COc1ccc(OCCSc2nnc3c(Cl)cc(Cl)cn23)cc1
    ?, 1%, ?
> O=C(CSc1nnc(CNC(=O)c2cccs2)o1)Nc1cccc(F)c1
    14%, -28%, -13%
> COc1ccccc1N1CCN(Cc2ccc(-c3ccccc3[N+](=O)[O-])o2)CC1
    ?, -4%, ?
> Cc1cc(Cl)cc2sc(NC(=O)c3ccco3)nc12
    -5%, 3%, 12%
> COc1cc(N=c2oc3c(C)ncc(CO)c3cc2C(N)=O)cc(OC)c1OC
    -28%, -6%, 5%
> CC(=O)NCCc1ccc(C(=O)COC(=O)c2ccco2)cc1
    4%, -3%, 5%
> O=C(CSc1ccc(Cl)cc1)N1CCC(c2nc3ccccc3s2)CC1
    ?, -22%, 26µM*
> NC(=S)Cc1nc2n(n1)Cc1ccccc1-2
    -8%, -3%, -5%
> CCCCN(C1CCS(=O)(=O)C1)S(=O)(=O)c1ccc(OC)cc1 (stereo unspecified)
    -19%, -4%, 0%
> CCN1C(=O)/C(=C\C=C2/C=CC=CN2CC)SC1=S
    29µM*, -12%, ?
> CCOC(=O)N1CCN(C(=O)c2ccc(S(=O)(=O)Nc3cccc(C(F)(F)F)c3)cc2)CC1
    6.5µM*, -2%, 16µM*
> O=C(Nc1ccc2c(c1)OCO2)C1CCCN1C(=O)Nc1ccccc1F (stereo unspecified)
    -7%, 0%, 7%
> CCCCN1C(=O)C(=O)N(CC(=O)c2ccc3c(c2)OCO3)C1=O
    -4%, -1%, 1%
> Cn1c(=O)sc2cc(NS(=O)(=O)c3ccc(C(C)(C)C)cc3)ccc21
    -11%, -4%, -14%
> Cc1cc(C)cc(NC(=O)Nc2cccc(S(N)(=O)=O)c2)c1
    -11%, -4%, -3%
> Cc1ccc(S(=O)(=O)N2CCN(C(=O)N(C)C)CC2)cc1
    14%, 1%, -23%
> Cc1ccc(-c2nnc(SCC(=O)NC3CCCC3)n2C)cc1
    -13%, -6%, -2%
> CCNC(=O)C1(C)CCN1Cc1cc(-c2ccccc2)n(C)n1 (stereo unspecified)
    ?, ., ?
> CN(C)CCCn1cnc2c(c1=N)C(c1ccccc1)c1ccc3ccccc3c1O2 (stereo unspecified)
    ?, -1%, 6.5µM*
> CCC(=O)Nc1nc2ccc(NC(=O)c3cc(OC)c(OC)c(OC)c3)cc2s1
    21µM*, -7%, ?
> CCC1CCC(N2CCN(c3ccc([N+](=O)[O-])cc3)CC2)CC1 (stereo unspecified)
    ?, -14%, ?
> CC(OC(=O)Cn1c(C(F)(F)F)nc2ccccc21)C(N)=O (stereo unspecified)
    -3%, ?, -7%
> O=C(Nc1cccc2ccccc12)/C(Cl)=C/c1ccccc1
    ?, -17%, -30%
> CCC(C)n1cnc2c(c1=O)c1nc3ccccc3nc1n2-c1ccc2c(c1)OCCO2 (stereo unspecified)
    -29%, -2%, ?
> Cc1ccc2c(c1)CN(CCNC(=O)c1ccc3nc(C)[nH]c3c1)CC(C)O2 (stereo unspecified)
    -7%, ., 7%[9.04 µM]
> Cc1ccc(C(=O)O)cc1NC(=O)C1CCN(S(=O)(=O)c2ccc3c(c2)OCCO3)CC1
    -16%, 0%, -1%
> CCOc1ccc(-c2nn(-c3ccc(F)cc3)c3c2cnc2ccc(F)cc23)cc1
    6%, -3%, 5%
> CCOC(=O)C1=C(C)NC(=O)NC1c1ccc(N(CC)CC)cc1 (stereo unspecified)
    ?, -1%, ?

Next section.
The line under a structure holds: DT40 TDP1 no CPT, GCN5L2 inh, TDP1 cell CPT
> Cc1nc2nc3c(cn2n1)C(=O)CCC3
    -6%, -3%, 2%
> Brc1cccc(-c2nnn3c2nc(NCc2ccc4c(c2)OCO4)c2ccccc23)c1
    ?, -4%, ?
> O=C(Nc1cc(Cl)ccc1N1CCOCC1)c1ccc(N2CCCCC2)c([N+](=O)[O-])c1
    ?, ., ?
> CCSc1cc(C)nc2c(-c3ccccc3)c(C)nn12
    -16%, -8%, -8%
> C=CCNc1sc(C(=O)c2ccccc2)c(N)c1-c1nc2ccccc2s1
    ?, -7%, ?

Source: PubChem (National Center for Advancing Translational Sciences (NCATS))
